High-throughput results deposited in PubChem by several laboratories.
Y pestis TopoI: inhibitors of Yersinia pestis topoisomerase I | Y. pestis Topo-I cleavage product accumulation, plate reader | activity, % at 10 µM | actives 0.064% (n = 360,000) | AID 504884; in the data active means activity above about 50%, passing the limit was not always enough; further: inactives centre near 2
Vc quorum ag: inducers of Vibrio cholerae quorum light production without autoinducers; V. cholerae BH1578 lux reporter, luminescence, 6 h; activation, % at 18.7 µM; actives 0.16% (n = 350,000); in the data active means activation mostly above about 9.7%, no sharp cut-off; further: not every result past the cut was called active; inactives centre near 0; reference of the scale not given here
Mtb BioA inh: BioA (M. tuberculosis) enzyme inhibition; inhibition, % at 9.99 µM; actives 0.096% (n = 360,000); purified M. tuberculosis BioA enzyme, plate reader; in the data active means inhibition above about 40%
TcdB GH inh: TcdB glycohydrolase inhibition. inhibition, % at 9.99 µM. actives 0.24% (n = 350,000). TcdB glycohydrolase enzymatic assay, plate reader. AID 652162; in the data active means inhibition above about 10%
Mtb FBA inh: Mtb fructose-bisphosphate aldolase inhibition; actives 2.3% (n = 360,000); purified M. tuberculosis FBA, fluorescence read-out; AID 588726; P9WQA3; inhibition, % at 1 µM; in the data active means inhibition above about 27%;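 further: 0% = vehicle and 100% = reference inhibitor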
Target sequence (P9WQA3 whole entry, looked up): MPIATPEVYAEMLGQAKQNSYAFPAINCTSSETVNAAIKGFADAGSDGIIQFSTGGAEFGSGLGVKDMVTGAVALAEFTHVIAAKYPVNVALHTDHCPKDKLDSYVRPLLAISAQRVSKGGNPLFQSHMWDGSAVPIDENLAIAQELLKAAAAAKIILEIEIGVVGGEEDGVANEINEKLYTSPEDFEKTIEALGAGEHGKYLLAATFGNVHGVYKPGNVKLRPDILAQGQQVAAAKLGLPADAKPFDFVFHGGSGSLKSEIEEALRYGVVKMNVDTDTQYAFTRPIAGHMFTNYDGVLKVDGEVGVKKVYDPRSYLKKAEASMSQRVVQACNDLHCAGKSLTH
GDH-TPI inh: GDH-TPI coupled enzyme inhibition counter-screen; actives 1.2% (n = 360,000); inhibition, % at 4.8 µM; AID 588335; GDH-TPI coupled enzyme counterscreen, NADH absorbance; in the data active means inhibition above about 30%;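 further: 0% = DMSO wells and 100% = wells lacking the enzyme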
PfHsp40 rescue: restores yeast growth despite PfHsp40 toxicity; S. cerevisiae expressing PfHsp40, growth rescue, ATP luminescence; growth rescue, % at 12.5 µM; actives 0.68% (n = 340,000); AID 504582; in the data active means growth rescue above about 28%, passing the limit was not always enough;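 further: yeast W303a lacking pdr1 and pdr3 grown in galactose medium; growth measured after three days at 30 °C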
FadD28 FP inh: M. tuberculosis FadD28 bisubstrate binding inhibition; FadD28 bisubstrate probe binding, fluorescence polarization; inhibition, % at 12.5 µM; actives 0.22% (n = 360,000); in the data active means inhibition above about 8.5%, passing the limit was not always enough
UGM FP inh: blocks M. tuberculosis UGM enzyme | P9WIQ1 | purified UGM, fluorescence polarization probe displacement | inhibition, % at 10 µM | actives 0.06% (n = 320,000) | AID 504406; in the data active means inhibition above about 10%, passing the limit was not always enough
Target sequence (P9WIQ1 whole entry, looked up): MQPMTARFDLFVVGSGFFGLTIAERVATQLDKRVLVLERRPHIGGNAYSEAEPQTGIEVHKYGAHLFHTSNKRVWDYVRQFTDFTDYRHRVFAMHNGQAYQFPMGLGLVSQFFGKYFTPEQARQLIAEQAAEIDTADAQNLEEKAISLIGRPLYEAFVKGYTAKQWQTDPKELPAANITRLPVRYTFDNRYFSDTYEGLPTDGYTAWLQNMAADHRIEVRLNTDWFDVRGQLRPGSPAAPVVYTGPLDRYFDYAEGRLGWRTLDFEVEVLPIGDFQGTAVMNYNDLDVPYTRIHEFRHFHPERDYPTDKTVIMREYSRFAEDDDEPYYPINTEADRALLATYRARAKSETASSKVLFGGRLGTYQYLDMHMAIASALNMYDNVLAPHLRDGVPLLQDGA
* = called active by the depositor; i = inactive; . = not tested or not shown; & = joins results of further samples.

SMILES	Y pestis TopoI	Vc quorum ag	Mtb BioA inh	TcdB GH inh	Mtb FBA inh	GDH-TPI inh	PfHsp40 rescue	FadD28 FP inh	UGM FP inh
CC(NC(=O)OCc1ccccc1)C(=O)OCN1C(=O)c2ccccc2C1=O (stereo unspecified)	1	i	-1.3	.	2	9	-0.9	0.2	-0.3
CN(C)S(=O)(=O)c1cccc(NC(=O)C2CCN(S(=O)(=O)c3cccs3)CC2)c1	3	16	-0.3	1.1	0	4	-0.2	-2.0	1.4
CCOC(=O)CN(C(=O)CSc1nnc(CNc2ccc(C)cc2C)o1)c1ccccc1	17	-1.3	-0.4	1.4	1	1	3.2	-3.9	2.6
C[C@@H]1CN([C@@H](C)CO)C(=O)CCCn2nncc2CO[C@@H]1CN(C)S(=O)(=O)c1ccc2c(c1)OCCCO2	9	-0.4	-0.1&3.2	0.4&-1.0	0	-18	.	-3.1	.
Cc1ccc(Cc2nnc(SCC(=O)Nc3c(C)cccc3C)[nH]c2=O)cc1	-8	-0.4	0.4	-0.3	1	-14	1.1	-3.0	2.0
O=C1CSC(c2cccc(O)c2)N1Cc1ccccc1 (stereo unspecified)	12	-1.1	.	1.1	-1	-3	2.2	-5.8	1.0
CC(=O)Nc1ccc(S(=O)(=O)NC2=C(N3CCN(Cc4ccccc4)CC3)C(=O)c3ccccc3C2=O)cc1	20&5	-0.4&-2.7	3.6	1.1&0.2	-2&-1	5&0	0.6&0.0	-2.3&-2.9	-2.5
COc1cccc(C(=O)Nc2ccccc2N2CCOCC2)c1	17	-9.1	1.4	.	-3	21	1.3	-0.2	-1.8
COc1ccc(NC(C)=O)cc1NC(=O)C1CCN(C(=O)Nc2ccccc2)CC1	-13	i	-1.2	1.5	-2	-19	0.6	-2.9	-2.8
Cc1ccc2c(CN3CCN(C(=O)c4ccco4)CC3)cc(=O)oc2c1C	1	-0.9	0.3	.	-4	-3	0.5	-3.6	-2.1
Cc1nc2ccc(NC(=O)c3cccc(S(=O)(=O)N4CCOCC4)c3)cc2s1	14	i	-0.9	2.0	2	10	0.9	3.0	-1.6
COc1cc(CCCN2C(=S)NC[C@@H]2CCCCN)cc(OC)c1OC	-3	-5.2	2.3	1.6	-1	4	-1.6	-1.7	1.5
CC(=O)Nc1ccc(S(=O)(=O)NNC(=S)NCc2ccco2)cc1	-5	0.5	-2.8	-2.5	4	1	-0.8	0.2	-1.9
COc1ccc(C2(C(=O)Nc3ccc(S(=O)(=O)Nc4nc(C)cc(C)n4)cc3)CCCC2)cc1OC	7	3.0	.	.	2	3	-0.2	-2.7	4.3
Cc1cc(NC(=O)CCC(=O)N(c2ccccc2)C(C(=O)NCC2CCCO2)c2cccnc2)no1 (stereo unspecified)	2	-7.1	-0.9	.	-12	-10	-0.9	-3.7	-2.7
CCNC(=O)c1cc(S(=O)(=O)N2CCSCC2)ccc1OC	-13	i	0.4	1.5	-3	12	-0.1	-2.7	-2.1
COc1ccc(NS(=O)(=O)c2cc(NC(=O)C3CCCO3)ccc2N2CCCC2)cc1 (stereo unspecified)	-10	-0.3	1.2	-1.0	-2	-1	0.4	-1.9	-0.2
CC1CCN(c2c(NCC3CCC(C(=O)N4CCCC(C)C4)CC3)c(=O)c2=O)CC1 (stereo unspecified)	7	-0.2	0.8	2.3	-5	-11	0.7	-4.5	0.6
COc1ccccc1C(=O)Nc1nnc(-c2ccc(F)cc2)o1	6	-0.2	0.8	0.3	2	-4	2.0	-1.2	-2.6
COc1ccccc1C(CNC(=O)c1ccc(S(=O)(=O)NCc2ccco2)cc1)N(C)C (stereo unspecified)	-11	i	.	.	2	12	16	-1.0	1.7

The closing 5 compounds of the section before lead into the next:
SMILES	Y pestis TopoI	Vc quorum ag	Mtb BioA inh	TcdB GH inh	Mtb FBA inh	GDH-TPI inh	PfHsp40 rescue	FadD28 FP inh	UGM FP inh
CCNC(=O)c1cc(S(=O)(=O)N2CCSCC2)ccc1OC	-13	i	0.4	1.5	-3	12	-0.1	-2.7	-2.1
COc1ccc(NS(=O)(=O)c2cc(NC(=O)C3CCCO3)ccc2N2CCCC2)cc1 (stereo unspecified)	-10	-0.3	1.2	-1.0	-2	-1	0.4	-1.9	-0.2
CC1CCN(c2c(NCC3CCC(C(=O)N4CCCC(C)C4)CC3)c(=O)c2=O)CC1 (stereo unspecified)	7	-0.2	0.8	2.3	-5	-11	0.7	-4.5	0.6
COc1ccccc1C(=O)Nc1nnc(-c2ccc(F)cc2)o1	6	-0.2	0.8	0.3	2	-4	2.0	-1.2	-2.6
COc1ccccc1C(CNC(=O)c1ccc(S(=O)(=O)NCc2ccco2)cc1)N(C)C (stereo unspecified)	-11	i	.	.	2	12	16	-1.0	1.7
O=[N+]([O-])c1ccc(NCCNc2ccc([N+](=O)[O-])cc2)cc1	-6	.	.	1.4	-5	3	-1.5	-2.7	.
O=C(COC(=O)CN1C(=O)COc2ccccc21)NC1CCCCC1	13	6.2	-0.5	0.6	3	-8	0.5	-1.1	2.9
O=C(NCCc1ccccc1F)c1cc(COc2ccc(F)cc2F)on1	3	0.3	-1.4	0.2	-3	0	.	-4.5	.
COc1cc(S(=O)(=O)NC2CCCC2)ccc1-n1cnnn1	6	-0.5	-2.3	0.1	4	-1	0.3	-0.7	-1.7
CCCCn1c(=O)n(Cc2cccc(F)c2)c(=O)c2c1ncn2Cc1ccco1	-5	-0.4	1.7	.	1	-8	0.6	-4.2	-3.0
CC1CCN(C(=O)c2cc(-c3ccccc3O)on2)CC1	7	i	0.6	6.3	3	18	0.0	0.8	4.3
S=C(NN=C1C2CC3CC(C2)CC1C3)Nc1ccccc1	-8	0.3	-2.6	.	6	18	-1.5	0.9	-1.5
CC(OC(=O)CCCN=C1NS(=O)(=O)c2ccccc21)C(=O)Nc1ccc(F)cc1Cl (stereo unspecified)	-1	2.8	-1.0	1.1	-1	1	-0.6	-2.4	1.9
COc1ccc(-c2ccc(Nc3ccc(S(=O)(=O)N4CCCC4)cc3)nn2)cc1OC	9	-2.2	.	.	1	50*	0.0	-7.3	-2.0
CCOc1ccc(S(=O)(=O)N2CCC(C(=O)NCc3ccco3)CC2)cc1	6	-0.8	1.5	0.0	2	6	-1.2	1.7	-0.2
CC1Cc2nc(SCC(=O)Nc3nccs3)n(Cc3ccccc3)c(=O)c2S1 (stereo unspecified)	-2	-0.2	-1.3	2.1	3	4	-0.1	-2.1	-0.6
CSc1ccccc1NS(=O)(=O)c1ccccc1	-4	i	-3.1	.	-3	5	0.1	-0.8	-1.0
CCN(CCn1cccn1)C(=O)CCc1nnc(-c2ccccc2)o1	6	-0.3	.	-0.3	1	2	-0.1	0.6	-1.5
Cc1ccc(S(=O)(=O)NC(C)C(=O)Nc2ccc(C(N)=O)cc2)cc1 (stereo unspecified)	9	.	-2.1	.	4	1	0.0	-1.5	-6.1
O=C(Cc1cccc(NC(=O)C2CCCN(C(=O)C3CCC3)C2)c1)Nc1cccc(C(=O)N2CCCC2)c1 (stereo unspecified)	15	-3.6	1.1	-7.3	-2	-1	-0.3	-1.4	1.6
CCOC(=O)NC(=O)/C(C#N)=C\NNc1ncc(C(F)(F)F)cc1Cl	3	0.0	.	1.1	5	4	-0.4	2.2	0.2
COC(=O)c1c(-c2ccc3ccccc3c2)csc1NC(=O)Cc1ccc(OC)c(OC)c1	39	0.0	-1.8	.	-5	-6	-2.3	-5.1	0.5
Cc1snc(S(=O)(=O)Cc2c(Cl)cccc2Cl)c1C#N	-5	i	4.7	.	3	-6	-0.9	-4.3	-0.9
CN(C)C(=O)CCc1ccc2c3c([nH]c2c1)[C@]1(CCc2ccccc2)[C@@H](C(=O)N2CCCCC2)C[C@H](CC(=O)NCCc2ccccn2)C(=O)N1CC3	29	-0.4	0.0	1.5	3	-7	1.0	0.1	.
CC(=O)C1C2c3ccccc3O[C@@]1(C)N=c1s/c(=C/c3ccoc3)c(=O)n12 (stereo partly specified)	11	i	.	.	-1	21	1.7	-1.7	0.6
O=C1COc2ccc(C(=O)COC(=O)c3ccccc3F)cc2N1	7	i	-1.0	0.9	1	0	0.9	-0.8	-5.3
COc1cc(OC)nc(Oc2ccccc2C(=O)Oc2ccccc2Cl)n1	1	i	-1.6	0.7	-3	-6	0.6	-8.1	0.4
Cc1ccc(S(=O)(=O)N(C)CCCC(=O)N2CCN(C=O)CC2)cc1	17	-2.2	.	.	-2	6	-0.3	-1.4	-2.2
CS(=O)(=O)N(CC(=O)Nc1ccccc1-c1ccccc1)c1ccccc1	1	0.0	.	1.7	-1	-7	0.8	-4.6	-0.3
O=C(CN1C(=O)CC(c2ccco2)Sc2ccccc21)NC1CCCCC1 (stereo unspecified)	26	-0.3	1.7	0.0	-1	4	1.6	-4.3	-1.9
O/N=C1\CC/C(=N\O)c2nn(-c3ccc(Cl)cc3Cl)nc21	5	-1.6	-1.1	-0.5	-1	-2	1.2	-2.1	1.8
O[C@H]1C[C@H](c2ccc(Cl)cc2)N(Cc2cccs2)C[C@@H]1n1cc(-c2ccc(F)cc2)nn1	15	-0.4	-1.0	0.8	-3	9	.	-1.6	.
COc1cccc(NS(=O)(=O)c2ccc(Br)s2)c1	-5	-0.3	.	.	2	4	3.3	0.0	-1.4
CN(c1ccccc1)c1nc(N)c([N+](=O)[O-])c(Nc2ccccc2F)n1	-9	-10	1.4	-1.4	1	-3	-1.2	-1.0	-0.3
CC1CCN(C(=O)CSc2nc3c(c(=O)n2C)SC(C)C3)CC1 (stereo unspecified)	0	-0.7	15	3.4	2	14	-0.3	-3.6	0.6
Cc1ccc(C(C)C)c(OCC(=O)NC(=S)Nc2ccccc2N2CCOCC2)c1	9	0.6	-0.9	1.5	16	1	0.1	-4.5	4.9
Cc1ccc(C2C(C(=O)c3cccs3)=C(O)C(=O)N2CCN2CCOCC2)o1 (stereo unspecified)	16	-0.3	-1.8	.	1	11	-0.7	-0.3	2.3
C#CCOCCOCCOCCNc1nc(N2CCN(C(=O)[C@H](CCCCN)n3cc(CN)nn3)CC2)nc(N2CCN(C(=O)[C@H](CCC(=O)O)n3cc(CN)nn3)CC2)n1	-2	i	0.9	1.0	-3	-3	-0.6	-2.2	1.0
C=C(C)C(=O)Nc1cccc(C2=NOC3(C2)C[C@H](C(N)=O)N(C(=O)C(c2ccccc2)c2ccccc2)C3)c1 (stereo partly specified)	0	-0.6	0.0	.	4	12	1.2	-2.8	-0.6
CC(C)(C)C(=O)/C(C#N)=C/c1cccs1	-3	-0.6	.	0.9	3	10	-1.0	-1.0	-1.2
CSc1ncccc1C(=O)OCC(=O)NC12CC3CC(CC(C3)C1)C2	28	-1.7	-0.1	-0.5	-4	-3	3.4	-2.5	-0.2
COc1cc2c(cc1OC)CN(C(=O)COc1ccc(C)c(C)c1)CC2	11	i	2.4	.	4	8	0.4	1.2	2.2
CC(C)(C)OC(=O)N1CCC(NC(=O)c2[nH]cnc2C(=O)Nc2ccccc2)CC1	8	-0.5	1.5	1.5	5	16	-0.7	-1.1	3.9
COC(=O)c1c[nH]n2c(=O)c(Cc3ccc(F)cc3Cl)c(C)nc12	-2	0.2	4.7	.	1	-3	1.2	-2.2	-0.9
CSCCC(NC(N)=O)C(=O)Nc1ccc(C)cc1 (stereo unspecified)	5	-0.5	.	0.5	4	11	-0.5	-0.9	-0.2
CNC(=O)/C(C#N)=C/c1ccc(-c2ccc(Cl)cc2)o1	10	-0.4	.	1.6	-1	16	0.1	-0.3	-1.6
NC(=O)C1C(=O)c2ccccc2C1(C[N+](=O)[O-])c1ccccc1 (stereo unspecified)	-1	i	-6.3	-9.0	4	9	-0.9	-0.4	.
COc1cc(NC(=O)CN2CCN(c3ccccn3)CC2)cc(OC)c1OC	1	-0.3	0.1	-0.1	2	-2	-0.7	1.9	6.2
